Screening results from PubChem BioAssay.
Insulin prom inh – inhibitors of insulin promoter-driven GFP, primary screen, imaging, TRM-6 cells (human fetal islet line), eGFP reporter, cell count; reporter expression induced with tamoxifen; actives 0.9% (n = 130,000); AID 1273, 2008; inhibition, % at 2 µM;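 active = inhibition above the mean plus 3 SD, with well images judged a real hit on visual review, cut at about 60% in these data, passing the limit was not always enough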
SDO1 yeast rescue – growth rescue of sdo1-depleted yeast, primary screen, S. cerevisiae, bone marrow failure model; z-score at 10 µM; actives 0.21% (n = 140,000); AID 817, 2007; S. cerevisiae sdo1-depleted JHY4D growth rescue, OD600 30 h; hits give high values; pdr5 snq2 efflux-pump mutant strain;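 active = z-score above 3 at both the 24 hr and the 30 hr optical density reads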;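 note: z-score against mean and SD of all compound wells on the same plate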
SDO1 yeast rescue Rescue 24 h – also measured in SDO1 yeast rescue; calls as there; z-score; S. cerevisiae sdo1-depleted JHY4D growth rescue, OD600; measured here: growth rescue at 24 h;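 0 is the plate mean of compound wells and units are plate SD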
Active calls of the source: *; nt = not tested or not shown. A portion of the library. The share of hits here may be higher or lower than overall.

Each structure is followed by: SDO1 yeast rescue Rescue 24 h, SDO1 yeast rescue, Insulin prom inh
#1 CC1CN(C(=O)CCN2C(=O)c3ccccc3C2=O)CC(C)O1 (stereo not given)
  -0.86, -0.13, -6.7
#2 COc1ccc(CCNC(=O)CSc2ncnc3c2oc2ccccc23)cc1OC
  0.63, 0.62, -9.1
#3 Cc1ccc(S(=O)(=O)N/N=C\C=C\c2ccccc2)cc1
  0.21, -0.59, 29.6
#4 CCN(CC)C(=O)C1CCCN(c2ccc([N+](=O)[O-])cc2/C=N/NC(=O)c2ccccc2)C1 (stereo not given)
  -0.22, 0.09, -7.1
#5 COCCN1C(=O)c2ccccc2C(C(=O)NCCN(C)C)C1c1ccc(F)cc1 (stereo not given)
  0.26, 0.64, 78.6*
#6 CCOC(=O)c1[nH]ncc1CN1CCCC(C(=O)c2cc(Cl)ccc2OC)C1 (stereo not given)
  nt, nt, -80.0
#7 CC(C)(C)N(NC(=O)OCc1ccccc1)C(=O)c1ccccc1Cl
  0.79, 0.56, 0.0
#8 CCOC(=O)c1ccc(NC(=O)CCc2nc(-c3ccc(Cl)cc3)no2)cc1
  -0.68, -1.03, nt
#9 Cc1ccc(NC(=O)CCn2c(=O)[nH]c3ccsc3c2=O)cc1
  nt, nt, 35.0
#10 COc1cc(CNCCc2ccc(S(N)(=O)=O)cc2)ccc1OCc1ccc(Cl)cc1
  1.08, 0.87, nt
#11 CC(NC(=O)c1ccc(Cl)cc1)c1nnc(SCc2ccc([N+](=O)[O-])cc2)n1C (stereo not given)
  0, 0, -31.0
#12 CCN(CC)C(=O)CSc1nc2ccccc2c(=O)n1CC
  2.53, 2.02, -23.6
#13 Cc1cc(C)n(C(=O)CCCCCC(=O)n2nc(C)cc2C)n1
  -0.79, -0.82, -13.6
#14 COc1ccccc1N1CCN(C(=O)CN(c2ccccc2OC)S(=O)(=O)c2ccccc2)CC1
  -0.17, -0.26, -21.6
#15 CC(=O)NC(=C(Cl)Cl)S(=O)(=O)c1ccccc1
  nt, nt, -31.2
#16 O=C(NN=C1C2CC3CC1CC(Cl)(C3)C2)c1ccccn1
  nt, nt, -23.5
#17 COc1ccc(C)cc1NC(=O)c1cnc2scc(C)n2c1=O
  1.5, 0.9, -10.0
#18 COC(=O)c1ccccc1NC(=O)/C=C/c1ccco1
  -1.38, -0.63, -6.7
#19 CSCCC(NC(=O)c1cccc(S(=O)(=O)N2CCOCC2)c1)C(=O)Nc1cccc(C)c1 (stereo not given)
  0.99, 2.04, 14.8
#20 CCCCCn1c(CCCNC(=O)CC)nc2ccccc21
  -0.2, -0.11, nt
#21 CC(C)c1ccc(OCC(=O)NC(=S)Nc2ccc3c4c(cccc24)CC3)cc1
  -0.7, -1.14, -97.1
#22 CCN1CCCC1CN(Cc1cc2c(C)cc(C)cc2[nH]c1=O)C(=O)NC1CCCCC1 (stereo not given)
  -0.45, 0.25, -50.0
#23 CN1CCN(c2ccc([N+](=O)[O-])c(-n3nc(-c4ccccc4)c4ccccc4c3=O)c2)CC1
  -0.97, -0.77, 10.0
#24 Cc1cc(CSc2ccccc2)ccc1NC(=O)c1ccc(Cl)c([N+](=O)[O-])c1
  3.73, 2.41, -16.7
#25 O=C(c1cc2nc(-c3ccco3)cc(C(F)(F)F)n2n1)N1CCN(c2ccc(F)cc2)CC1
  -0.68, -0.74, nt
#26 COc1ccc(NS(=O)(=O)c2ccc(NC(=S)NC(=O)C(C)C)cc2)cc1
  -0.29, -0.46, 14.3
#27 O=C(Nc1ccccc1C(=O)N1CCNCC1)c1ccco1
  0.73, 0.73, -74.2
#28 C/C(CC(=O)Nc1ccc(C)c(Cl)c1)=N\NC(=O)Cc1ccccc1
  0.25, 0.19, -37.0
#29 CCOc1ccc2ccccc2c1/C=N/NC(=O)CNC(=O)C(c1ccccc1)c1ccccc1
  1.55, 0.91, nt
#30 CCCCn1c(SCC(N)=O)nnc1-c1cc(OC)c(OC)c(OC)c1
  0.89, 0.54, -40.0
#31 O=C(c1cc(COc2ccc(F)cc2Cl)on1)N1CCCC(c2ccccc2)C1 (stereo not given)
  nt, nt, -41.7
#32 CCCOP(=O)(OCCC)c1nc(-c2ccccc2)oc1NCc1ccccc1
  0.32, -0.52, 0.0
#33 CCOC(=O)c1ccccc1NS(=O)(=O)c1ccccc1F
  -0.88, -0.98, nt
#34 CCn1c(SCC(=O)Nc2nc(C)c(C)s2)nnc1-c1ccco1
  -1.39, -0.87, -3.2
#35 CCOC(=O)c1cccc(N2C(=O)c3ccccc3S2(=O)=O)c1
  0.59, -0.45, -18.8
#36 N#Cc1ccccc1OCCN1C(=O)c2ccccc2C1=O
  -0.18, 0.35, 7.7
#37 CCc1ccc(CNC(=O)C2CCCN(c3nc4ccccc4o3)C2)cc1 (stereo not given)
  -1.73, -1.9, 25.0
#38 O=C(Nc1ccc2nc3ccccc3nc2c1)c1ccccc1
  -1, -1.06, nt
#39 NC(=O)c1ncc(C(F)(F)F)cc1Cl
  nt, nt, -33.3
#40 O=P(O)(COc1ccccc1)COc1ccccc1
  1.62, 1.34, -12.5

Shown as a hit in Insulin prom inh, of those listed so far:
Each structure is followed by: SDO1 yeast rescue Rescue 24 h, SDO1 yeast rescue, Insulin prom inh
#5 COCCN1C(=O)c2ccccc2C(C(=O)NCCN(C)C)C1c1ccc(F)cc1 (stereo not given)
  0.26, 0.64, 78.6*

Other structures follow:
Each structure is followed by: SDO1 yeast rescue Rescue 24 h, SDO1 yeast rescue, Insulin prom inh
#41 COc1ccccc1N(CC(O)COc1ccccc1C)S(=O)(=O)c1ccccc1 (stereo not given)
  -0.52, -0.88, -93.8
#42 COc1ccc(-n2c(C)cc(C(=O)CN3C(=O)NC4(CCCc5sccc54)C3=O)c2C)cc1 (stereo not given)
  -0.11, -0.47, 29.0
#43 CCN(CC)C(=O)CCCOc1ccc(Cl)cc1Cl
  0.52, -0.29, nt
#44 Cc1ccc(S(=O)(=O)N(CC(=O)N2CCCCCC2)c2ccccc2)cc1
  -0.16, -0.13, -53.3
#45 CC(C)(Oc1ccc(Cl)cc1)C(=O)NCCN1C(=O)S/C(=C/c2cccnc2)C1=O
  -0.23, -1.37, -40.0
#46 C=CCn1c(NC(C)c2cc(Cl)ccc2O)nc2ccccc21 (stereo not given)
  -0.53, -1.13, nt
#47 CC1CC(C)CN(C(=O)c2cccc(S(=O)(=O)Nc3cc(C(F)(F)F)ccc3Cl)c2)C1 (stereo not given)
  -0.82, -1, 50.0
#48 Cc1cc2ccccc2c(=O)n1CC(=O)N1CCN(c2cccc(Cl)c2)CC1
  -1.8, -1.58, -23.5
#49 O=C(NC(=S)NCC1CCCO1)c1ccccc1 (stereo not given)
  0.39, 1.1, -21.9
#50 O=S(=O)(NC1CCCC1)c1ccc(S(=O)(=O)N(Cc2cccs2)CC2CCCO2)cc1 (stereo not given)
  -1.13, -1.42, nt
#51 O=C(CNS(=O)(=O)c1cccc2nsnc12)NCc1ccc(Cl)cc1
  2.34, 2.26, 12.5
#52 Brc1cc2c(cc1/C=N/Nc1nc(N3CCCC3)nc(N3CCOCC3)n1)OCO2
  -0.19, -0.37, 24.3
#53 CCOC(=O)N1CCN(C(=O)CN(c2cc(Cl)ccc2OC)S(=O)(=O)c2ccccc2)CC1
  -0.18, 0.21, -27.3
#54 COC(=O)c1cc(NC(=O)N2c3ccccc3Sc3ccccc32)cc(C(=O)OC)c1
  -0.93, -1.03, -16.7
#55 CCOCCCNC(=O)N1CCOCC1
  -0.47, 0.07, 16.7
#56 COc1ccc(NC(=O)CCN2C(=O)C3C4C=CC(C4)C3C2=O)cc1 (stereo not given)
  nt, nt, 40.0
#57 COc1cccc2c(O)cc(=O)n(C)c12
  0.03, 0.01, -37.9
#58 CCC(C)NC(=O)NC1C(NC(=O)NC(C)CC)N(C)C(=O)N1C (stereo not given)
  0.8, 1.05, -28.6
#59 Cc1cccn2c(=O)c3cc(C(=O)NCc4ccco4)c(=N)n(C(C)C)c3nc12
  -0.03, 0.58, -45.0
#60 O=C(CN1CCC(c2nc3ccccc3s2)CC1)NCc1cccs1
  -0.01, 0.48, -18.9
#61 Cc1[nH]c2ccccc2c1C(=O)CSc1ccccc1
  -1.58, -1.67, 22.2
#62 CCOc1ccccc1C(=O)n1nc(C)cc1C
  1.21, 0.96, -2.6
#63 CC(CCc1ccccc1)NC(=O)c1ccncc1 (stereo not given)
  0.38, 1.01, -156.2
#64 Cc1cc(C)nc(SCc2ccc(F)cc2)n1
  nt, nt, -28.6
#65 CC1(C)CC(=O)C(C(C#Cc2ccccc2)C2=C(O)CC(C)(C)CC2=O)=C(O)C1
  -1, -0.38, 2.6
#66 N/C(=N\OC(=O)Cc1ccccc1)c1ccccn1
  -1.13, -0.88, -48.6
#67 N#C/C(=C\c1ccc(Cl)s1)C(=O)N1CCN(c2ccccc2)CC1
  -0.93, -1.54, 13.8
#68 C/C(N)=C(/C#N)C(=O)COC(=O)C(c1ccccc1)c1ccccc1
  nt, nt, -82.9
#69 O=C(Nc1nnc(-c2ccccc2)s1)c1cccc(S(=O)(=O)N2CCOCC2)c1
  0.37, 0.56, 5.3
#70 COC(=O)c1ccc(NC(=O)COc2ccccc2OC)cc1
  -0.99, -0.47, nt
#71 COC(=O)c1ccc(CSc2nc3ccccc3s2)o1
  -0.39, -1.03, -82.8
#72 O=C(/C=C/c1cn(-c2ccccc2)nc1-c1cccnc1)NCCN1CCOCC1
  nt, nt, -18.2
#73 Cc1nc(S(=O)(=O)c2ccc(Cl)cc2)c(NCc2ccccc2)o1
  0.13, 0.98, nt
#74 Fc1cccc(Cn2cc(C(=S)N3CCCCC3)c3ccccc32)c1
  -0.99, -1.23, -16.7
#75 COc1ccc(NS(=O)(=O)c2ccc(OCC(=O)N3CCOCC3)cc2)cc1
  0.15, -0.23, 0.0
#76 Cn1c(NCc2ccccc2)nc2c1c(=O)n(Cc1ccccc1)c(=O)n2C
  -1.75, -1.79, 61.1
#77 COc1ccc(Cc2nnc(-c3ccc(F)cc3)o2)cc1OC
  -1.33, -1.24, nt
#78 O=C(Nc1cccc(C(F)(F)F)c1)NC1CCN(S(=O)(=O)c2ccc(F)cc2)CC1
  0.06, -0.2, -60.0
#79 Cn1c(=O)c2c(SCC(=O)N3CCCc4ccccc43)nc(CC(C)(C)C)nc2n(C)c1=O
  -1.57, -1.8, nt
#80 Oc1ccc(Cl)cc1C(C#Cc1ccccc1)N1CCOCC1 (stereo not given)
  0.87, -0.64, -21.7

Whole records, looked up by structure. Values in the order: SDO1 yeast rescue Rescue 24 h | SDO1 yeast rescue | Insulin prom inh
`CCc1ccc(CNC(=O)C2CCCN(c3nc4ccccc4o3)C2)cc1` (stereo not given) is listed as -1.73 | -1.9 | 25.0
`CCOC(=O)c1cccc(N2C(=O)c3ccccc3S2(=O)=O)c1` is listed as 0.59 | -0.45 | -18.8
`CC(CCc1ccccc1)NC(=O)c1ccncc1` (stereo not given) is listed as 0.38 | 1.01 | -156.2
`CCOC(=O)N1CCN(C(=O)CN(c2cc(Cl)ccc2OC)S(=O)(=O)c2ccccc2)CC1` is listed as -0.18 | 0.21 | -27.3
`Brc1cc2c(cc1/C=N/Nc1nc(N3CCCC3)nc(N3CCOCC3)n1)OCO2` is listed as -0.19 | -0.37 | 24.3

Going on with the list:
Each structure is followed by: SDO1 yeast rescue Rescue 24 h, SDO1 yeast rescue, Insulin prom inh
#81 Cn1c(=O)n(Cc2ccc(Br)cc2)c2ccccc21
  nt, nt, -53.9
#82 Cc1ccc(O)c(C(=O)c2cnn(C(=O)Cc3csc(C)n3)c2)c1
  -0.57, -0.63, 48.4
#83 Cc1ccc(C)c(NC(=O)CSc2nnc(-c3ccncc3)n2N)c1
  -0.14, 0.37, 9.7
#84 CCCOc1ccc(OCCn2nc(C(=O)O)c3ccccc3c2=O)cc1
  nt, nt, -40.0
#85 COC(=O)CCCC(=O)N1CCOCCN(C(=O)CCCC(=O)OC)CCOCC1
  -0.6, -0.4, -11.1
#86 COc1ccc(C(=O)C2CCCN(Cc3ccc(Sc4nncn4C)o3)C2)cc1F (stereo not given)
  nt, nt, 30.4
#87 S=c1[nH]c(-c2ccc(Cl)cc2)cs1
  nt, nt, 9.1
#88 O=C(COC(=O)c1cccc(S(=O)(=O)N2CCOCC2)c1)Nc1ncc(C(F)(F)F)cc1Cl
  0.76, 0.92, 0.0
#89 C=CCn1c(SCC(=O)NCCO)nc2sc(C)c(C)c2c1=O
  nt, nt, 36.4
#90 O=C(c1ccc2c(c1)OCO2)n1nnc2ccccc21
  -0.01, -0.27, -33.3
#91 O=C(NCCCCCNC(=O)c1cccnc1)c1cccnc1
  0.34, 0.62, nt
#92 COCCN(CCOC)C(=O)c1cc2sc3ccccc3c2s1
  -1.11, -1.33, -100.0

Arranged by SMILES length (rising): part of the list above.
Each structure is followed by: SDO1 yeast rescue Rescue 24 h, SDO1 yeast rescue, Insulin prom inh
#3 Cc1ccc(S(=O)(=O)N/N=C\C=C\c2ccccc2)cc1
  0.21, -0.59, 29.6
#74 Fc1cccc(Cn2cc(C(=S)N3CCCCC3)c3ccccc32)c1
  -0.99, -1.23, -16.7
#9 Cc1ccc(NC(=O)CCn2c(=O)[nH]c3ccsc3c2=O)cc1
  nt, nt, 35.0
#53 CCOC(=O)N1CCN(C(=O)CN(c2cc(Cl)ccc2OC)S(=O)(=O)c2ccccc2)CC1
  -0.18, 0.21, -27.3
